Bioassay records (PubChem BioAssay)
Efflux pump inh = blocks antifungal efflux pumps in multiplex yeast assay; actives 0.44% (n = 330,000); AID 485275; S. cerevisiae Candida pump triplex, Nile Red efflux; inhibition, % at 10 µM;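 active = plate passing quality check with inhibition over a set limit, or well fluorescence over plate mean plus 4 SD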;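 also: Nile Red retained in pooled yeast measured as flow cytometry median fluorescence; 0% = buffer negative control and 100% = Enniatin B positive control; higher means more Nile Red kept so more efflux inhibition; some compounds called inactive have numbers as strong as hits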
MEP2-GFP yeast = yeast TOR pathway MEP2-GFP modulation; AID 2016; S. cerevisiae MEP2-GFP strain, flow cytometry GFP, 3 h; 100% = DMSO control level; GFP response vs DMSO, % at 10 µM; actives 0.51% (n = 330,000);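 active = GFP response versus DMSO above a set limit, roughly screen mean plus 3 SD, cut at about 180% in these data; inconclusive = fewer than 70 cells counted for a yeast strain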;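 also: median GFP fluorescence of the barcode-gated MEP2-GFP cells per well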
LAP4-GFP MLPCN = yeast TOR pathway LAP4-GFP modulation; actives 0.34% (n = 320,000); S. cerevisiae LAP4-GFP multiplex, flow cytometry GFP, 3 h; median GFP as percent of DMSO wells; GFP response vs DMSO, % at 10 µM;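 active = GFP response vs DMSO above a set limit, about the screen mean plus 3 SD, cut at about 150% in these data; inconclusive = under 70 cell events counted for the yeast strain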
RPL19A TOR yeast = alters RPL19A-GFP fluorescence in TOR pathway yeast screen | AID 2025 | actives 0.3% (n = 330,000) | S. cerevisiae RPL19A-GFP strain, flow cytometry, 3 h; hits give low values | percent response vs DMSO, % at 10 µM;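 active = percent response vs DMSO below 50%; inconclusive = fewer than 70 events counted for the yeast strain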;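 also: median channel GFP fluorescence of the barcoded RPL19A-GFP strain; ratio of sample median GFP to plate DMSO average so 100% = DMSO; lower means less RPL19A-GFP as with rapamycin TOR inhibition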
CIT2-GFP yeast = yeast TOR pathway CIT2-GFP modulation; GFP response vs DMSO, % at 10 µM; S. cerevisiae CIT2-GFP strain, flow cytometry, 3 h; 100 means same as DMSO wells; actives 0.065% (n = 320,000);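 active = GFP response relative to DMSO above a set limit, near the screen mean plus 3 SD, cut at about 150% in these data; inconclusive = Fewer than 70 cells measured for a yeast strain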;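 also: ratio of well median GFP fluorescence to mean of DMSO wells on the plate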
Yeast superoxide = caloric restriction mimetics inhibiting age-related superoxide in yeast; S. cerevisiae aged cells, superoxide DHE fluorescence; hits give low values; superoxide response (% of plate mean), % at 10 µM; actives 0.18% (n = 330,000);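 active = superoxide response under a set limit, about three screen SD below normal, cut at about 65% in these data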;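 also: yeast aged for seven days with compound at 30 °C before DHE staining; 100% = average MFI of all compound-treated wells on the plate with controls excluded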
AGP1 TOR yeast = alters AGP1-GFP fluorescence in TOR pathway yeast screen | GFP response vs DMSO, % at 10 µM | AID 2066 | actives 0.02% (n = 320,000) | S. cerevisiae AGP1-GFP multiplex flow cytometry, 3 h; GFP as percent of DMSO wells;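 active = GFP response relative to DMSO above a set limit, near screen average plus 3 SD, cut at about 150% in these data; inconclusive = fewer than 70 cells counted for the yeast strain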;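 also: median GFP channel fluorescence of the gated AGP1 strain per well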
AHR activator = activates the human aryl hydrocarbon receptor; AHR-responsive luciferase reporter cells, luminescence; actives 2.5% (n = 320,000); activation, % at 5 µM; in the data active = activation above about 47%;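 also: 0% = vehicle wells and 100% = reference agonist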
Target sequence (P35869 whole entry, looked up): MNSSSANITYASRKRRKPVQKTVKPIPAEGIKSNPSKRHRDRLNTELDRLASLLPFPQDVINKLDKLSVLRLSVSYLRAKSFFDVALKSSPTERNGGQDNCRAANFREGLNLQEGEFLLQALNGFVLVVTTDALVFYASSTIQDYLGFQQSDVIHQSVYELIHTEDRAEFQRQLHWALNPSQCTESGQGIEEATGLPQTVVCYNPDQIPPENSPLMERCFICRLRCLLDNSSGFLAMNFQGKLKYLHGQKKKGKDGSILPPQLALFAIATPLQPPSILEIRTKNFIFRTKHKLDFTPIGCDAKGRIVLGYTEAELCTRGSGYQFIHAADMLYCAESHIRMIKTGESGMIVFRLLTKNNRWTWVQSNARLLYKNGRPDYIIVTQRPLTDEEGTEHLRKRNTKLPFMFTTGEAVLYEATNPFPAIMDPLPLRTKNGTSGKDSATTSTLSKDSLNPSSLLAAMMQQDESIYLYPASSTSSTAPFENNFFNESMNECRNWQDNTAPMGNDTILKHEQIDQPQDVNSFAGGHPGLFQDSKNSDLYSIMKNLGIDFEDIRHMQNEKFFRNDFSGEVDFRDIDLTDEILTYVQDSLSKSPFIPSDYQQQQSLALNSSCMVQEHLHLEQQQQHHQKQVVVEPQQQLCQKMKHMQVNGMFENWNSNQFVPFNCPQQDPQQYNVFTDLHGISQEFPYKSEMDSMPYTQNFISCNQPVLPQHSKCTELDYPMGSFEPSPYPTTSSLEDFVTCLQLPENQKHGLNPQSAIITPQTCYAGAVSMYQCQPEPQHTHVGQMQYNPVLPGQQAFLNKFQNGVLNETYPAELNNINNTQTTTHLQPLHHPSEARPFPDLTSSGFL
* = called active by the depositor; ? = inconclusive; . = no result given.

SMILES	Efflux pump inh	MEP2-GFP yeast	LAP4-GFP MLPCN	RPL19A TOR yeast	CIT2-GFP yeast	Yeast superoxide	AGP1 TOR yeast	AHR activator
Cc1nnc(NC(=O)CSc2nnc(CNC(=O)c3ccc(F)cc3)o2)s1	0.6	104	102	97	97	102	102	1
O=C(CSc1ncc(C(F)(F)F)cc1Cl)N1CCN(S(=O)(=O)c2ccc3ccccc3c2)CC1	-0.2	103	99	103	84	95	100	2
CCCSc1nnc(-c2cccc(S(=O)(=O)N(C)C)c2)n1-c1cc(OC)ccc1OC	-0.1	94	96	93	94	109	97	2
CN(C)S(=O)(=O)c1ccc(C(=O)NCc2ccc3[nH]c4c(c3c2)CCCC4)cc1	-0.2	102	114	102	93	103	95	5
Fc1ccc(NCc2cn3ccccc3n2)cc1	-0.1	97	100	94	103	86	99	-1
O=c1[nH]c(/C=C/c2ccccc2[N+](=O)[O-])nc2ccccc12	0.4	147	103	106	100	98	98	79*
c1ccc(-c2onc3cc4c(cc23)OCCO4)cc1	-0.1	99	104	97	85	105	85	2
O=C(Nc1ccccc1C(=O)NCCCn1ccnc1)c1ccccc1	-1.8	103	99	100	106	92	104	37
O=C(Nc1nnc(-c2ccc3c(c2)OCCO3)o1)c1ccc(Cc2ccccc2)cc1	-0.3	98	100	93	94	101	96	-2
O=C(CSc1nnc(-c2ccccc2)n1-c1ccccc1)NCc1ccco1	0.2	103	111	103	94	98	104	-3
Oc1ccc(-c2n[nH]c(=S)n2-c2ccc3c(c2)OCCO3)c(O)c1	-0.1	102	93	102	104	96	101	-2
COc1cccc(/C=N/Nc2ncnc3c2[nH]c2ccc(C)cc23)c1OC	0.0	96	111	102	101	103	108	62*
NS(=O)(=O)c1ccc(CNC(=O)C2CCCCC2)cc1	0.1	97	103	101	91	85	103	-1
O=C1C(Cl)=C(N2CCOCC2)C(=O)N1CCc1ccccc1	0.6	102	126	98	87	87	95	92*
CCN(CC)Cc1oc(-c2ccccc2)cc1C(=O)O	-0.1	100	96	98	103	94	103	2
COc1ccc(/C(C)=N/NC(=O)c2ccncc2)cc1	0.1	113	106	108	106	107	108	24
CC1CCCCC12NC(=O)N(CC(=O)NNC(=O)c1ccc(Br)cc1)C2=O (stereo not drawn)	-0.2	108	91	100	110	80	100	-1
COc1ccc(C2CCCN2C(=S)Nc2cccc(Cl)c2C)cc1OC (stereo not drawn)	-0.1	100	100	99	104	90	104	0
CCC(=O)c1ccc(OCC(=O)Nc2ccccc2N2CCCCC2)cc1	0.0	108	95	104	103	103	96	11
C=CCOc1ccc(/C=N/NC(=O)CN2CCOCC2)cc1OCC	0.3	99	98	99	101	103	106	0
CCCC(=O)Nc1nc(C(=O)OCC)cs1	0.1	96	102	96	93	91	93	1
O=C(CN1CCCCCC1)N1c2ccccc2C=Cc2ccccc21	0.0	104	105	99	93	88	101	26
CC(NC(=O)CCCc1nnc2n(C)c(=O)c3sccc3n12)c1ccccc1 (stereo not drawn)	0.4	95	90	98	97	90	91	36
CCC(C)(C)N1CC(=O)N(Cc2ccccc2)C(c2ccc(OC)cc2)C1=O (stereo not drawn)	-0.1	109	99	101	107	84	106	-4
CCN(c1ccccc1)S(=O)(=O)c1ccc(Oc2ccc(-n3ccnc3)cc2)nc1	0.0	98	96	99	99	102	99	59*
C/C(=N\NC(=O)c1ccc(C)cc1)c1c(C)[nH]n(-c2ccccc2)c1=O	0.0	105	100	106	101	87	96	.
Oc1ccc(-c2cnns2)c(O)c1	-0.2	95	83	103	91	100	90	13
CCCCc1c(O)c2cccc3c2n(c1=O)CCC3	0.2	101	112	98	101	90	107	7
O=S(=O)(NCc1ccc2c(c1)OCO2)c1ccc(F)cc1	0.0	93	89	97	95	102	92	0
O=C1C=C(c2ccc(-c3ccccc3)c(F)c2)C[C@@H](c2ccc3c(c2)OCO3)C1	-0.3	106	106	103	104	97	103	3
CCCCn1c(N)c(N(CCOC)C(=O)CCCc2nc3ccccc3s2)c(=O)[nH]c1=O	0.0	107	104	97	103	98	106	-2
COc1ccc2oc(=O)c(C(=O)NCc3ccccn3)cc2c1	-0.1	99	103	97	102	100	99	-2
O=[N+]([O-])C(/C=C(\Cl)[N+](=O)[O-])=C(N1CCCCC1)N1CCCCC1	0.1	94	108	94	107	115	107	-1
CCOC(=O)C1CCN(C(=O)c2cn(CCOC)c(=O)c3c2c2ccccc2n3C)CC1	0.4	101	101	104	108	106	.	-1
COc1ccc(NC(=O)C2CC(=O)OC2(C)C)cc1 (stereo not drawn)	-0.2	97	98	93	98	87	98	-2
COc1ccc(N(C)C(=O)c2ccc3c(Cl)c4c(nc3c2)CCCC4)c(OC)c1	-0.4	108	92	100	102	118	104	-1
CC(=O)c1c(C)cc(C)c(CSc2nc(C)cc(=O)[nH]2)c1C	0.1	114	105	109	102	101	107	-1
CCn1c(SCC(=O)OC)nc2sc3c(c2c1=O)CCC3	-0.1	102	97	98	96	102	101	-1
C[C@@H]1COC(=O)[C@@H](CC(=O)OC(C)(C)C)C/C=C\C[C@@H](CC(=O)N[C@@H](CO)Cc2ccccc2)C(=O)N1	-0.2	100	98	95	95	101	100	0
CCOc1ccc(C(CC(=O)O)NC(=O)COc2ccccc2)cc1OC (stereo not drawn)	0.0	93	94	89	91	110	.	2
COCCN(C(=S)Nc1ccc(C)c(C)c1)C(C)c1ccco1 (stereo not drawn)	-0.1	105	93	93	95	89	100	1
CCNC(=O)NC(=O)CSc1ccc2ccccc2c1	0.1	99	97	98	86	111	97	5
COc1ccc(CCNC(=O)Cn2c(=O)c3cccn3c3cccnc32)c(OC)c1OC	0.3	95	95	95	94	84	94	4
Clc1cccc(Cl)c1-c1nnc2cccc(Cl)n12	-0.1	98	94	95	94	92	99	2
N#Cc1ccccc1NC(=O)c1ccc2c(Cl)c3c(nc2c1)CCCC3	0.3	117	76	102	99	102	87	5
Cn1c(N)c(C(=O)COC(=O)c2cc(S(=O)(=O)N3CCOCC3)ccc2F)c(=O)n(C)c1=O	-0.1	116	113	114	113	94	115	0
O=C1COc2ccc(S(=O)(=O)Nc3ccc4c(c3)OCO4)cc2N1	0.2	110	128	104	96	85	105	3
O=C(c1ccc(-n2cncn2)c([N+](=O)[O-])c1)N1CCN(c2cccc(Cl)c2)CC1	0.1	90	91	98	89	105	97	3
O=C(O)CNc1ccc(S(=O)(=O)C(F)(F)F)cc1[N+](=O)[O-]	-0.1	106	104	101	104	107	104	3
Cc1ccc(-n2c(-c3ccc(Br)cc3)c[n+]3c2CCc2ccc4cccnc4c2-3)cc1	1.1*	102	98	102	96	128	102	-10
CCN(CC)S(=O)(=O)c1cccc(NC(=O)COC(=O)c2n[nH]c(=O)c3ccccc23)c1	0.0	103	95	104	95	106	102	-2
Cc1cc(OCc2ccc(C(=O)n3cccn3)o2)ccc1Cl	-0.2	101	95	94	90	101	94	3
COC(=O)c1ccccc1NC(=O)c1cc[n+](C)cc1	0.0	88	92	96	95	108	100	2
CC(C)c1ccc(C(=O)Nc2nnc(S(=O)(=O)N3CCOCC3)s2)cc1	-0.1	106	101	100	100	113	97	10
COC(=O)c1sc2nc3c(cc2c1N)C(=O)CC(C)(C)C3	0.1	102	98	95	97	102	98	-4
O=C(OCc1ccccc1)c1ccc(Br)o1	1.1*	84	94	87	86	88	.	3
O=C(N/N=C/c1ccc2c(c1)OCO2)C(O)c1ccccc1 (stereo not drawn)	-0.3	110	91	98	97	97	95	12
O=C(COC(=O)c1ccc2ccccc2c1O)NCc1ccccc1	-0.3	100	99	100	97	100	102	20
O=C(c1cc2cc(Cl)ccc2[nH]1)N1CCN(c2ccc(F)cc2)CC1	0.0	89	102	86	93	101	93	4
Cn1c(=O)[nH]c(=O)c2c1nc(Br)n2CCOc1ccccc1	0.1	98	93	90	80	97	95	35

2 compounds from above with just Yeast superoxide and RPL19A TOR yeast:
Compound | Yeast superoxide | RPL19A TOR yeast
Cc1cc(OCc2ccc(C(=O)n3cccn3)o2)ccc1Cl | 101 | 94
COC(=O)c1ccccc1NC(=O)c1cc[n+](C)cc1 | 108 | 96

Remaining list, next part
SMILES	Efflux pump inh	MEP2-GFP yeast	LAP4-GFP MLPCN	RPL19A TOR yeast	CIT2-GFP yeast	Yeast superoxide	AGP1 TOR yeast	AHR activator
COc1cc(CNCCc2ccc(F)cc2)ccc1OCc1ccc(Cl)nc1	-0.1	103	103	101	104	94	104	-1
O=C(NC1CCCCC1NC(=O)c1cccs1)c1cccs1 (stereo not drawn)	0.0	106	103	101	98	118	102	-2
CCCCCc1cc(=O)c2ccccc2o1	0.2	94	99	93	93	91	92	-2
O=C(COC(=O)c1ccccc1SCC(=O)N1CCCC1)NCc1ccccc1	0.1	95	98	96	85	101	95	4
Cc1ccc(NC(=O)C2=CC(c3ccc(C)cc3)=NS(=O)(=O)N2C)cc1	-0.1	108	110	115	118	93	118	29
COc1ccc(NC(=O)CN(C)C(=O)C(C)Sc2ccccc2)cc1 (stereo not drawn)	-1.8	103	105	100	110	109	101	3
C=CC[C@H](CC(=O)NCCO)C(=O)N[C@@H](COC(=O)[C@@H](CC=C)CC(=O)OC(C)(C)C)Cc1c[nH]c2ccccc12	0.5	98	109	93	89	94	99	-1
O=C(N/N=C/c1ccc[nH]1)c1ccc2c(c1)OCO2	0.1	109	106	97	99	106	106	17
Cn1ccnc1C(O)c1cc(C(C)(C)C)c(O)c(C(C)(C)C)c1 (stereo not drawn)	0.1	106	100	103	109	90	102	0
O=C(CN1C(=O)COc2ccccc21)N(Cc1ccc2c(c1)OCO2)CC1CCCO1 (stereo not drawn)	0.0	101	100	97	95	98	100	2
COC(=O)CN(c1ccc(OCc2ccccc2)cc1)S(C)(=O)=O	0.0	94	99	98	90	89	101	-3
Cc1cc(=O)n(Cc2ccccc2)c2c(C)cccc12	0.1	109	107	95	94	94	98	24
O=C(NC1CCN(Cc2ccccc2)CC1)C1CCN(S(=O)(=O)c2cccc([N+](=O)[O-])c2)CC1	0.2	106	94	106	103	106	102	-3
COc1cc(/C=C/C(=O)OCC(=O)NCc2ccco2)ccc1OC(F)F	-0.1	?	?	?	?	101	?	1
Cc1ccc(N(CC(=O)N2CCCCCC2)S(=O)(=O)c2ccccc2)cc1	0.0	103	89	105	107	85	99	3
COc1ccc(CCNc2oc(COc3ccc(F)cc3)nc2C#N)cc1	0.0	85	98	94	86	106	100	12
Cc1nnc(N2C(=O)C(O)=C(C(=O)c3ccco3)C2c2cccc([N+](=O)[O-])c2)s1 (stereo not drawn)	0.8	103	89	100	102	100	102	0
COc1ccc(S(=O)(=O)N2CCC(N3CCN(c4ccccc4OC)CC3)CC2)cc1	0.0	100	104	99	107	68	108	0
COc1cc(C(=O)OCC(=O)NC(N)=O)cc(CN2C(=O)c3ccccc3C2=O)c1OC	-0.1	100	96	100	100	105	101	-1
CCN1CCN(S(=O)(=O)c2cc(C(=O)O)ccc2Cl)CC1	0.1	103	107	100	93	95	104	0
O=c1[nH]c(=O)n([C@H]2C[C@H](O)[C@@H](CO)O2)cc1F	-0.1	102	102	107	97	109	106	-2
O=C(C1CCOCC1)N1CCCC(N2CCN(c3cccc(C(F)(F)F)c3)CC2)C1 (stereo not drawn)	-0.1	105	94	97	99	103	99	1
O=C(NCc1cccnc1)c1ccc(Cl)cc1[N+](=O)[O-]	-0.1	103	103	99	109	105	100	12
